# Screens: PubChem BioAssay, Small Molecule Screening Facility, UW Madison
# SSB-PriA inh = inhibitors of Klebsiella pneumoniae PriA binding to SSB C-terminal tail, primary screen, biochemical, AlphaScreen | AID 1272365, 2023 | PriA–SSB C-terminal tail interaction (Klebsiella pneumoniae) | inhibition, % at 33 µM | AlphaScreen SSBct-PriA binding, biotinylated peptide | actives 0.6% (n = 430,000); in the data active means inhibition mostly above about 37%, no sharp cut-off; inactive means mostly below about 20%;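 further: plate controls were negative control peptide for no effect and reference peptide for full effect; strong numbers were not always called active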
# Starred values were filed as active, the others as inactive; & = joins results of further samples.
# A first look, five compounds:
SMILES | SSB-PriA inh
O=C(NN=Cc1ccccc1)c1ccc(N2CCCC2=O)cc1 | -2
O=C(Nc1nccs1)c1ncc(-c2ccccc2)o1 | -5
O=S(=O)(N=C(Nc1nccs1)c1ccc(F)cc1)c1ccccc1 | -2
O=C(Nc1nnc(-c2ccc(Cl)cc2)s1)c1ccc(N2C(=O)CCC2=O)cc1 | 3
COc1cc(C)c(C)cc1S(=O)(=O)NC[C@H]1CCCO1 | -6

# The whole of this part, from the start:
SMILES | SSB-PriA inh
O=C(NN=Cc1ccccc1)c1ccc(N2CCCC2=O)cc1 | -2
O=C(Nc1nccs1)c1ncc(-c2ccccc2)o1 | -5
O=S(=O)(N=C(Nc1nccs1)c1ccc(F)cc1)c1ccccc1 | -2
O=C(Nc1nnc(-c2ccc(Cl)cc2)s1)c1ccc(N2C(=O)CCC2=O)cc1 | 3
COc1cc(C)c(C)cc1S(=O)(=O)NC[C@H]1CCCO1 | -6
CC1=NNC(=O)C1CCC(=O)N/N=C(/C)c1cccc([N+](=O)[O-])c1 (stereo not drawn) | -9
COC(=O)CSc1nnc(-c2cccnc2)n1-c1ccc(OC)cc1 | -4
CCCNC(=O)c1ccc2c(=O)n(-c3cc(C)cc(C)c3)c(SCC#N)nc2c1 | -19&-11
COc1ccc2c(n1)CCCN2 | 0
CO[C@@](C)(CNS(=O)(=O)c1ccc(Br)s1)c1cccc(Cl)c1 | -12
Cc1onc(-c2ccccc2Cl)c1C(=O)Nc1ccc(-n2nncc2C23CC4CC(CC(C4)C2)C3)cc1 | 5
O=C(NCC(c1cccs1)N1CCOCC1)c1ccc2nsnc2c1 (stereo not drawn) | 4
CCN1CCN(S(=O)(=O)CCNC(=O)COc2ccc(F)cc2)CC1 | 3
O=C1C(=O)N(CCO)C(c2cccc(F)c2)C1=C(O)c1ccc(Cl)cc1 (stereo not drawn) | 5
COc1cc(C=NNc2ccc(F)cc2F)cc(OC)c1O | -3
CC(C)c1ccc(OCC(=O)NCCOc2ccc(F)cc2)cc1 | -36&-21
Cc1cc(NC(=O)c2ccc(S(=O)(=O)N3CCCc4ccccc43)cc2)n(C)n1 | -1
Cn1cnnc1SCc1cc(=O)c(OCC(=O)Nc2ccc(Cl)c(Cl)c2)co1 | -15
O=C(NCC#CCN1CCCCC1)c1ccccn1 | -6
O=[N+]([O-])c1ccc(S(=O)(=O)N2CCC3(CC2)OCCN3S(=O)(=O)c2ccccc2)cc1 | 5

# (cont.)
SMILES | SSB-PriA inh
COc1cccc(CNC(=O)C(=O)Nc2ccc3c(c2)OCCO3)c1 | -8
Cc1ccc(S(=O)(=O)NCC(c2ccsc2)N2CCN(C)CC2)s1 (stereo not drawn) | -4
O=C(NCCn1ncccc1=O)c1ccccn1 | -10
COc1ccc(S(=O)(=O)N2CCCC(C(=O)Nc3nnc(-c4ccn(C)n4)o3)C2)cc1 (stereo not drawn) | 18
CC(=NNS(=O)(=O)c1ccccc1)c1ccc(NC(=O)C(F)(F)F)cc1 | -11
O=C(NCCc1c[nH]c2ccccc12)C(=O)Nc1ccc(N2CCCS2(=O)=O)cc1 | -9
O=c1c2ccccc2c(C=Nn2cnnc2)c(O)n1-c1ccccc1 | 4
CCCNC(=O)C(=O)NCc1ccsc1 | 4
O=C(COc1ccc2ccccc2c1)NCCN1CCN(c2ccc(F)cc2)CC1 | 18
CC(=NNc1nc2ccccc2[nH]1)c1ccc(C)o1 | 27
Cc1nnc2[nH]nc(Nc3ccccc3)n2c1=O | -25
CCn1cc(C=NNC(=O)c2cc3c(ccc4ccccc43)o2)c2ccccc21 | 1
COc1ccc(OC)c2sc(N(CCN3CCOCC3)C(=O)c3ccc([N+](=O)[O-])s3)nc12 | -15
COc1cccc(C(=O)NN=Cc2ccc(Oc3ccc([N+](=O)[O-])cn3)c(OC)c2)c1 | 4
O=C(NCCn1ccnc1-c1ncccn1)c1ccccc1Cl | 78*
C/C=C/C=NNc1nc(-c2ccc([N+](=O)[O-])cc2)cs1 | 16
O=[N+]([O-])c1cc([N+](=O)[O-])c2ncccc2c1 | 63*
O=S(=O)(/C=C/c1ccccc1)NC1CCN(c2nccs2)CC1 | -5
COC(=O)c1ccc(NC(=O)C(=O)NCC2CCN(c3ccccn3)CC2)cc1 | -18
COc1ccc2nc(N(CCN(C)C)C(=O)c3ccccc3C)sc2c1 | 14

# The results go on:
SMILES | SSB-PriA inh
COCCN(CCOC)S(=O)(=O)c1ccc(C(=O)NNc2nc3c(Cl)cccc3s2)cc1 | -5
CC(O)=Cc1nc(=O)c2c(C)cc(C)nc2n1-c1ccccc1 | 9
COc1ccccc1CCNC(=O)Cn1cc(S(=O)(=O)c2ccccc2)c2ccccc21 | -15
COc1ccc(SCCC(=O)Nc2nnc(-c3cc(C)n(C)n3)o2)cc1 | 13
NS(=O)(=O)c1ccc(CCNC(=O)C2CN(C(=O)c3cnccn3)C2)cc1 | -9
Cn1c(SCC(=O)N2CCN(c3ccccc3F)CC2)nc2c(-c3ccccc3)c[nH]c2c1=O | -5
CC1CC(=NNC(=O)c2cccnc2)CC(C)(C)C1 (stereo not drawn) | -1
O=C(NCc1ccccn1)c1ccc(CSc2nc(-c3ccccc3)cs2)o1 | 15
COc1ccc2oc(=O)c(S(=O)(=O)N3CCCC(C)C3)cc2c1 (stereo not drawn) | -7
O=C1C2C(C(=O)N1N=Cc1cc(Br)cc([N+](=O)[O-])c1O)C1C=CC2C12CC2 (stereo not drawn) | -3
CC(C)OC(=O)c1cc2cc(Br)ccc2oc1=O | 0
O=C(Nc1ccn2nccc2c1)c1ccc(C(F)(F)F)nc1 | -6
CSc1cccc2sc(NC(=O)C3CCN(S(C)(=O)=O)CC3)nc12 | -11
CCOC(=O)c1nn(-c2cccc(OC)c2)c(=O)c2c(NC(=O)c3cc(C)oc3C)scc12 | -2
COc1ccc(-n2c(=O)[nH]cc(C(=O)Nc3ccc(S(N)(=O)=O)cc3)c2=O)cc1OC | 1
NC(=O)c1ccccc1OCC#CCNC(=O)c1ccccc1Br | 1
O=C(NC[C@]1(O)CCOc2ccccc21)c1ccccc1C(F)(F)F | 4
O=C(CSCc1ccccc1)NCCNC(=O)c1ccc(NC(=O)C2CC2)cc1 | -9
CSc1cccc2sc(Nc3cccc(Br)c3)nc12 | 2
CCc1nnc(-c2ccc(NC(=O)c3ccc(S(=O)(=O)N4CCCCC4)cc3)cc2)o1 | -1

# Additional entries
SMILES | SSB-PriA inh
COc1nn(C)cc1C(=O)NCCC1=CCCCC1 | -8
CCc1ccccc1NC(=O)c1ncc(-c2ccc(F)cc2)o1 | -1
CCOc1ccc(C(=O)N[C@@H](C)C(=O)Nc2nc3ccccc3[nH]2)cc1 | -14
C=Cc1ccc(CN(c2ccc(F)c(F)c2)S(=O)(=O)c2cccn3cnnc23)cc1 | -18
COC(=O)c1ccsc1NC(=O)c1ccccc1NS(=O)(=O)c1ccc(C)cc1 | 8
COc1ccc(NC(=O)C2Cc3ccc(Cl)cc3C(=O)O2)cc1 (stereo not drawn) | -4
CC(=NOC(=O)c1ccc(C)cc1)C(=O)c1ccc(Br)cc1 | -9
O=C(NN=Cc1cc(Br)c(O)c(Br)c1)C1CC1 | -3
Cc1ccc(C=NNc2nc3ccccc3s2)o1 | 21
CCN1C(=O)C(C)(C)COc2ccc(NS(=O)(=O)c3cccc(F)c3)cc21 | 13
O=C(Nc1nc2c(Cl)ccc(Cl)c2s1)c1ccccc1[N+](=O)[O-] | 5
COc1ccc(-c2noc(CSc3nc4ccsc4c(=O)n3-c3ccc(F)cc3)n2)c(OC)c1 | -5
O=C(CN1C(=O)CCC1=O)N1CCC(S(=O)(=O)c2ccc(F)cc2)CC1 | -3
Cc1ccc(OC2CCCN(C(=O)C3CC=CCC3)C2)nn1 (stereo not drawn) | -8
Cc1cc(C(=O)N(Cc2ccccn2)c2nc3c(C)ccc(C)c3s2)on1 | -4
Cc1ccc(S(=O)(=O)N2CCN(CC(=O)NN=C/C=C/c3ccccc3)CC2)cc1 | 3
O=C(C1CC1)N1CCN(c2ccc(-c3noc(C4CC4)n3)cn2)CC1 | -7
CC(C)(C)C(=O)NS(=O)(=O)c1ccccc1 | 2
COC(=O)N1CCc2ccc(NC(=O)c3ccc(S(=O)(=O)N4CCCC4)cc3)cc2C1 | -3
CC(=Nc1ncccc1C)c1c(O)[nH]c(=O)[nH]c1=O | 13

# 3 records drawn at random from those above, as already listed:
SMILES | SSB-PriA inh
O=C(C1CC1)N1CCN(c2ccc(-c3noc(C4CC4)n3)cn2)CC1 | -7
O=[N+]([O-])c1ccc(S(=O)(=O)N2CCC3(CC2)OCCN3S(=O)(=O)c2ccccc2)cc1 | 5
CC(=NNS(=O)(=O)c1ccccc1)c1ccc(NC(=O)C(F)(F)F)cc1 | -11

# Additional results:
SMILES | SSB-PriA inh
O=C(Nc1cccc(-c2nc3ccccc3[nH]2)c1)c1ccc(Cl)cc1Cl | -19
Cc1ccc(-n2cc(C(=O)NCc3ccccn3)nn2)cc1C | -21
COc1ccc(OC)c(S(=O)(=O)NCC2CCN(C(C)C)CC2)c1 | -18&-6
O=C(Nc1cccnc1)[C@H]1CCCN(c2ccc(-c3ccc(Cl)cc3)nn2)C1 | -1
COC(=O)c1ccc(C(=O)NC[C@H](O)c2cn(C)c3ccccc23)cc1 | -19
CNC(=O)Cc1csc(NC(=O)OC)n1 | -2
CCOC(=O)c1c(C)n(-c2ccc(OC)cc2)c2c(CC(C)=NO)c(Br)c(OC)c(O)c12 | -13
CC(C)Oc1ccc(-c2noc(C3CCN(S(=O)(=O)c4cccs4)CC3)n2)cc1 | -1
NC(=NOC(=O)c1cccc(Br)c1)c1ccccc1 | -39
Oc1ccc(C=NNc2nc(-c3cccnc3)nc3ccccc23)c(O)c1 | 18
COc1ccc(C=Nn2c(N)nc3ccccc32)cc1OC | 4
Cc1nn(-c2ccc(Nc3ccc(NC(=O)Nc4cccc(F)c4)cc3)nn2)c(C)c1C | -4
COc1ccc(CNS(=O)(=O)c2ccc(N3C(=O)CCC3=O)cc2)cc1 | -5
COc1cccc(C=NNC(=O)C(=O)NN=Cc2cccc(OC)c2OC)c1OC | 5
CC(=O)C1=C(C)Nc2ncnn2C1c1cn(C)nc1C (stereo not drawn) | -1
CCOC(=O)c1ccccc1NC(=O)CSc1n[nH]c(=O)c2cc(-c3ccco3)nn12 | -8
COc1nn(C)cc1C(=O)NCC(C)(O)c1cc2ccccc2s1 (stereo not drawn) | 7
COc1cccc(COc2coc(C(=O)Nc3ccc(OC(F)(F)F)cc3)cc2=O)c1 | -18
CCCc1nnsc1C(=O)N1CC(Oc2cc(C)oc(=O)c2)C1 | -13
O=C(Nc1nc(-c2ccc([N+](=O)[O-])cc2)cs1)C1CCCN1S(=O)(=O)c1ccc(Cl)s1 (stereo not drawn) | 11

# Further records follow.
SMILES | SSB-PriA inh
O=S(=O)(Cc1ccc(Cl)cc1)c1ccc(NCc2ccccn2)nn1 | 0
COc1ccc(-c2c[nH]c(=S)n2-c2ccc(OC(F)F)cc2)cc1 | 7
CC(Cn1nnc([N+](=O)[O-])n1)=NNC(=O)c1ccc(C)cc1 | -9
O=C(CN1N=NC2C(=O)N(c3ccc(Br)cc3)C(=O)C21)Nc1ccc2c(c1)OCO2 (stereo not drawn) | -6
CC(C)c1ccc(NC(=O)CSc2ccc(N3CCOCC3)nn2)cc1 | -7&8
CCOc1ccc(NC(=O)C(=O)NCC2CCN(Cc3ccccc3)CC2)cc1 | -6&0
O=C(NCc1cccnc1-c1ccsc1)c1ccc(F)cc1Cl | -15
CC(C)N1CCC(CNC(=O)c2ccc(Cl)cc2)CC1 | -1
S=c1[nH]nc(COc2ccccc2)n1N=C/C=C/c1ccco1 | -7
O=C(COc1ccc2c(c1)OCO2)NCCn1nc(-n2cncn2)ccc1=O | -12
Cn1nc2cc(Br)ccc2c1C(=O)O | 20
O=C(NCC1CCN(Cc2cccs2)CC1)C(=O)Nc1ccc(F)c(Cl)c1 | -8
COC(CNS(=O)(=O)Cc1ccc(C(F)(F)F)cc1)c1ccco1 (stereo not drawn) | -9
CC(=O)NCCNC(=O)[C@H]1CCc2nc[nH]c2C1 | -16
Cc1ccc(C)c(Cn2cc(SCC(=O)NC3CCCCC3)c3ccccc32)c1 | 0
CN=c1scc(-c2ccco2)n1N=Cc1ccc(O)c(O)c1 | 19
COc1cccc([C@H](CNS(=O)(=O)CCc2ccccc2)N2CCOCC2)c1 | 6
O=S(=O)(C1CCCCC1)C1CN(S(=O)(=O)c2ccccc2C(F)(F)F)C1 | -18
O=S(=O)(c1ccc2c(c1)OCCO2)N1CCC(c2ccsc2)CC1 | -25
CC(C)CCNC(=O)c1cnn(-c2ccc(Br)cc2)c1-n1cccc1 | -5

# (listing goes on)
SMILES | SSB-PriA inh
CCOC(=O)c1ccc(NC(=NS(=O)(=O)c2ccccc2)c2ccccc2)cc1 | -6
C=C(C)c1cccc(C(C)(C)NC(=O)NNc2nc(C)cc(C)n2)c1 | -6
COc1ccc(C)cc1NC(=O)Nc1cnc(N2CCN(C)CC2)nc1 | 3
NC(=O)Cn1ccn(-c2cccc3ccccc23)c(=O)c1=O | -6
O=C(NN=Cc1ccsc1)c1ccccn1 | 1
CCS(=O)(=O)N1CCc2ccc(NC(=O)COc3ccc(F)cc3)cc2C1 | -11
COc1ccc([C@H](CNC(=O)C(=O)Nc2ccc(F)cc2F)N2CCN(C)CC2)cc1 | 3
CC(C)Oc1ccc(C(=O)NCCc2ccc(N(C)C)cc2)cc1 | 3
CC(=NNC(=O)CNc1cccc(C(F)(F)F)c1)c1cccs1 | -7
Cc1ccc(-n2nnc(C(=O)OCc3ccccc3)c2C)cc1C | -50
COC(=O)c1c(C)[nH]c(C(=O)CSc2nc(C)nc3sc(-c4ccccc4)cc23)c1C | -25&-6
O=c1sc2ccccc2n1Cc1nnc(SCc2ccccn2)n1-c1ccccc1 | -3
O=S(=O)(c1cccnc1)N1CCO[C@H](c2ccc(C(F)(F)F)cc2)C1 | 1

# Not all compounds are listed; the hit share may differ from the screen's.
